LmPK inh = qHTS Assay for Inhibitors of Leishmania Mexicana Pyruvate Kinase (LmPK); Q27686; Potency, µM (titrated, usually from 57.5 µM), for the others: top-dose activity change, negative = inhibition, hits mostly inhibitors; 0.37% of 290,000 active; purified LmPK, Kinase-Glo ATP luminescence, 1 h; AID 1721, 2009; also: potency is read from the fitted curve at half-maximal effect; % is scaled to controls: 0 for no effect and ±100 for the full control effect
Target sequence (Q27686 whole entry, looked up): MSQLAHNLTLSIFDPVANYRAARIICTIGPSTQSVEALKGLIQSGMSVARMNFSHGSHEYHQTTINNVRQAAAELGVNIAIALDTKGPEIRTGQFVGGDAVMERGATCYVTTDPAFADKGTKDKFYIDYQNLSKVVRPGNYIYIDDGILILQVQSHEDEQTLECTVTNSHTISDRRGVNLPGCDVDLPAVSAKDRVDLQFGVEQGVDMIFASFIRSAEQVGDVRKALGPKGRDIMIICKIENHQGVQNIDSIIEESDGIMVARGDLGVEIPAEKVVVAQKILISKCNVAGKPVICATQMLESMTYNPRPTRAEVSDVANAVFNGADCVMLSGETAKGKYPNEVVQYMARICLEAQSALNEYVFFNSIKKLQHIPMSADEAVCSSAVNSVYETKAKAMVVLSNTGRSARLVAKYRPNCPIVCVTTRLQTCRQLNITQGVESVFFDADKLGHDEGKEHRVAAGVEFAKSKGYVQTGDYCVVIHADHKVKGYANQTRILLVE
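Kinase-Glo luminescence read after 1 h RT reaction of 0.1 nM LmPK with 0.5 mM PEP and 0.1 mM ADP. Activity scaled between uninhibited and enzyme-free controls.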
AmpC inh no detg = qHTS Inhibitors of AmpC Beta-Lactamase (assay without detergent); AmpC nitrocefin hydrolysis, absorbance 480 nm, 0.0001% Triton; P00811; 0.52% of 330,000 active; Potency, µM (titrated, usually from 57.1 µM), for the others: top-dose activity change, negative = inhibition, actives largely listed as inhibitors;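 also: potency is read from the fitted curve at half-maximal effect; plate controls were no compound for no effect and no enzyme for full effect; nearly all actives have a fitted effect of over 20% in size; some results filed as inactive show a strong effect at the top dose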
Target sequence (P00811 whole entry, looked up): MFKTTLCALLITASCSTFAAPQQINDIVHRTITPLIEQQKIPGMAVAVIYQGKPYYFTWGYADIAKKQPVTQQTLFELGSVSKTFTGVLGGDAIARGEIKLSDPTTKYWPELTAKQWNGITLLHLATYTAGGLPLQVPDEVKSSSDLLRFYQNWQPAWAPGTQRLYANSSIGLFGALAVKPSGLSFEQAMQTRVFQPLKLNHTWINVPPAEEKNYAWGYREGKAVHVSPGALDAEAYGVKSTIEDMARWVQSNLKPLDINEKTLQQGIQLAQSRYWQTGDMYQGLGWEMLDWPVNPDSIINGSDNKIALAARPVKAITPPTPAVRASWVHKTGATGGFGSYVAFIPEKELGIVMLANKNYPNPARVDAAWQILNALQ
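20 mM phosphate pH 7.0 + 0.01% (detergent screen) or 0.0001% Triton X-100; 5.3 nM AmpC reagent; cpd preinc 15 min RT; nitrocefin (800 uM stock) to start; A480 q20 s × 4 min; Activity was normalised to no-enzyme and no-compound control wells.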
Pf growth 48h = Primary qHTS for delayed death inhibitors of the malarial parasite plastid, 48 hour incubation; Potency, µM (doses to about 28.7 µM), for the others: at the highest dose activity change, negative = inhibition, usual class: inhibitors; 5.9% of 310,000 active; P. falciparum luciferase growth in erythrocytes, 48 h; AID 504832, 2011; also: potency is read from the fitted curve at half-maximal effect; % is scaled to controls: 0 for no effect and ±100 for the full control effect
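Erythrocytes infected with P. falciparum carrying an integrated firefly luciferase reporter (2% hematocrit, 0.1% parasitemia final) were exposed to compounds in RPMI 1640 with 0.5% Albumax at 37 C, 5% CO2. Growth inhibition was scored as reduced luminescence.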
Cycloheximide cs = Cycloheximide Counterscreen for Small Molecule Inhibitors of Shiga Toxin; cell reporter, cycloheximide protein synthesis inhibition counterscreen; max response, %; 12% of 300,000 active; in the data active = max response mostly above about 13%, no sharp cut-off; inactive = mostly below about 14%; also: read at 38.3 µM for the half of the compounds with a filed dose; 0% is about no effect
Tb PYK inh = qHTS of Trypanosoma Brucei Inhibitors | pyruvate kinase (Trypanosoma brucei), Q57TT1 | TbPYK enzyme, Kinase-Glo Plus ATP luminescence, 45 min | Potency, µM (titrated, usually from 76.8 µM), inactives show at the highest dose activity, negative = inhibition, actives largely listed as inhibitors | 0.12% of 410,000 active | AID 624173, 2012; also: potency is read from the fitted curve at half-maximal effect; % is scaled to controls: 0 for no effect and ±100 for the full control effect; nearly all actives have a fitted effect of over 50% in size
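Enzyme and substrate buffer are dispensed first and compound is pin-transferred. ADP at 130 uM final then starts the reaction, which runs 45 min at room temperature. Detection reagent is added for 10 min before luminescence is imaged.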
Shiga inhibitor = A qHTS for Small Molecule Inhibitors of Shiga Toxin. 9.2% of 290,000 active. inhibition, % at 38.7 µM. AID 2315, 2010. Vero cells, Shiga toxin protein synthesis inhibition reporter; in the data active = inhibition mostly above about 28%, no sharp cut-off; inactive = mostly below about 43%; also: 0% is about no effect
Pf growth 96h = Primary qHTS for delayed death inhibitors of the malarial parasite plastid, 96 hour incubation. P. falciparum luciferase reporter growth, 96 h. Potency, µM (series often up to 28.7 µM), inactives show top-dose activity change, negative = inhibition, hits mostly inhibitors. 6.9% of 320,000 active. AID 504834, 2011; also: potency is read from the fitted curve at half-maximal effect; % is scaled to controls: 0 for no effect and ±100 for the full control effect
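Plates of compound plus infected erythrocytes (2% hematocrit, 0.05% parasitemia final) incubate 96 hours, 37 C, 5% CO2. Detection reagent added; reduced luminescence from the parasites' luciferase reporter flags inhibition.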
Active calls of the source: *; ? = inconclusive; / = no result given; [ ] = dose if it differs, or a comment. Unless noted, calls follow the shape of the dose curve; as a rule, active = well fitted curve in the direction sought with a large enough effect; inconclusive = small, poorly fitted or top-dose-only effect, or another doubt; inactive = no such curve, though single readings can be large; an effect the other way counts as inactive or inconclusive. No enrichment for hits. About 22% of those tested had a hit in this group.

SMILES	Tb PYK inh	Shiga inhibitor	LmPK inh	Pf growth 48h	Pf growth 96h	Cycloheximide cs	AmpC inh no detg
CC(C)c1ccc(OCC(=O)NN2C(=O)c3ccccc3C2=O)c(Br)c1	-6.5%	/	0.7%	37.5%[activator]	-19.2%	-1.6	-48.4%
Cc1ccc(SC(=O)COc2ccccc2C)cc1	1.8%	-11.5	2.5%	/	18.0%	-3.0	-21.1%
Cc1cc(C(F)(F)F)nc2c(Cl)c(C(C)(C)C)nn12	-4.1%	-4.7	-0.9%	2.8%	57.8%[activator]	5.7	88.9%[activator]
O=C(CCCn1cc([N+](=O)[O-])cn1)Nc1cccnc1	1.1%	3.9	1.3%	-11.5%	53.7%[activator]	-3.6	-22.4%
O=C(NCc1nc2ccccc2[nH]1)C1=C[C@H](c2ccccc2)C[C@H](OCCCCO)O1	4.3%	3.1	2.0%	?	?	5.0	95.7%[activator]
Cc1csc(NC(=O)[C@@H]2CCCN2C(=O)c2cccs2)n1	3.4%	-12.3	-1.2%	?	-10.8%	-2.1	-10.2%
Cc1nn(C)c(C)c1NS(=O)(=O)c1ccc(N2CCCC2=O)cc1	2.6%	-3.3	-1.6%	13.9%	?	-0.5	1.6%
CCCCOc1ccc(CN2CCSCC2)cc1	-1.9%	42.1*	-5.6%	44.8%[activator]	-20.9%	29.5*	1.4%
O=C(CC(c1ccco1)C1CCCCC1=O)c1ccco1 (stereo not drawn)	-14.0%	1.3	3.5%	-21.7%	?	-4.9	-27.0%
COc1ccc(N(CC(=O)NCCSCc2c(F)cccc2Cl)S(C)(=O)=O)cc1OC	-1.3%	-4.7	0.2%	-15.7%	/	-5.0	-2.2%
CCCCn1c(O)c(/C(C)=N/NC(=O)Nc2ccccc2)c(=O)[nH]c1=O	5.2%	38.8*	5.0%	44.9%[activator]	49.3%[activator]	30.5*	-32.0%
O=C1CC(CSc2ccc(Cl)cc2)=NN1	-0.8%	-19.1	1.8%	15.1%	14.8%	-0.2	-47.1%
O=C(Nc1ncc(Cc2cccc(C(F)(F)F)c2)s1)c1ccc(-c2cccc([N+](=O)[O-])c2)o1	1.9%	-20.3	3.2%	?	44.9%[activator]	-1.1	?
COc1cccc(/C=N/NC(=O)CO/N=C(\C)c2cccs2)c1OC	1.7%	-9.7	2.0%	-2.7%	57.6%[activator]	-6.7	-14.0%
O=c1[nH]c(SCc2nc3c(cnn3-c3ccccc3)c(=O)[nH]2)nc2ccccc12	1.1%	11.8	2.9%	41.0%[activator]	28.0%	5.8	-32.9%
O=C1c2ccccc2-c2c1cccc2C(=O)N1CCCCC1	2.9%	-18.9	-9.5%	33.3%[activator]	3.3%	14.4	-6.9%
CC(=O)N1CC(C)Sc2ccc(S(=O)(=O)NCCc3cccc(C)c3)cc21 (stereo not drawn)	-4.7%	5.1	3.4%	2.1%	1.5%	-5.7	17.0%
CCOC(=O)c1nc2cc3n(c(CC(C)C)c-2c1C)CC(C)=C3C	5.2%	-3.9	1.2%	1.17µM*	3.29µM*	-3.2	10.4%
Cc1ccc(OCc2nnc(NC(=O)Cc3cccs3)s2)cc1	/	-2.7	-3.5%	23.5%	/	-4.4	-33.6%
CN(CC(=O)Nc1c(Cl)cccc1Cl)C(=O)c1ccc2nc[nH]c2c1	-3.6%	/	/	0.2%	49.4%[activator]	/	-6.4%
CC1CCCCN1CCCOC(=O)c1ccccc1 (stereo not drawn)	9.1%	/	/	-13.3%	-4.4%	/	/
O=C(Nc1cccc(S(=O)(=O)N2CCOCC2)c1)C1CCCCN1S(=O)(=O)c1ccccc1 (stereo not drawn)	-4.3%	/	/	?	?	/	-12.1%
O=C(CN1C(=O)COc2ccc(Cl)cc21)Nc1ccc(N2CCOCC2)cc1	6.1%	-16.6	-11.8%	2.4%	5.7%	1.9	-10.7%
O=C(Nc1ccc(N2CCCC2)c(Cl)c1)c1cccc(-c2cc3ccccc3oc2=O)c1	-9.0%	-11.4	1.6%	0.0%	13.4%	0.6	-33.6%
O=C(CN1CCN(S(=O)(=O)N2CCCCCC2)CC1)Nc1ccc(Br)cc1	-6.6%	1.7	-2.4%	5.0%	18.3%	-1.1	93.7%[activator]
COc1cc2c(cc1OC)C(c1cc3cc4c(cc3[nH]c1=O)OCO4)N(C(=O)C1CC1)CC2 (stereo not drawn)	4.0%	8.8	4.0%	13.1µM*	18.4%	-2.5	81.9%[activator]
COc1ccc2nc(-c3ccc(Cl)cc3)cc(C(=O)O)c2c1	0.2%	60.4	5.8%	?	40.9%[activator]	11.4	-24.1%
CCOc1ccc(N(C(=O)c2ccc(S(=O)(=O)N3CCCC3)cc2)C2C=CS(=O)(=O)C2)cc1 (stereo not drawn)	-1.7%	-3.2	10.7%	?	?	-3.0	64.8%[activator]
Cc1[nH]c2ccccc2c1C(=O)CN1CC(C)OC(C)C1 (stereo not drawn)	5.9%	22.9	4.8%	0.0%	-9.7%	-2.5	-9.6%
COc1ccc2nc(N/C(=N/S(=O)(=O)c3cccs3)c3ccccc3Cl)sc2c1	0.8%	6.0	2.1%	1.4%	2.6%	-0.5	-46.8%
COc1ccc(N2CCN(C(=O)NC3CCCCC3)CC2)cc1	-2.4%	13.9	-2.5%	-10.4%	3.8%	5.9	0.7%
CN(C)CCN(Cc1ccco1)S(=O)(=O)c1csc(C(N)=O)c1	-0.2%	-0.9	6.4%	22.7%	8.28µM*	-4.7	-19.3%
O=c1c2ccccc2ncn1Cc1ccc(Cl)cc1	-0.5%	-11.1	1.1%	7.4%	?	0.6	-9.3%
Cc1ccc(NC(=O)Nc2ccc3c(c2)OCO3)c(Br)c1	3.1%	192.0	1.7%	39.3%[activator]	?	43.4*	-18.4%
COc1cc(S(=O)(=O)n2nnc3ccccc32)c(OC)cc1Cl	-0.6%	-2.8	1.6%	0.0%	9.28µM*	-3.4	-10.4%
O=C(/C=C/Nc1ccccc1)C(F)(F)F	3.0%	4.3	6.4%	7.1%	8.7%	6.4	-9.6%[11.4 µM]
CC(C)Oc1ccc(CNC(=O)c2ccc3nc(N4CCOCC4)sc3c2)cc1	0.8%	4.2	-1.9%	58.9%[activator]	1.0%	0.3	137.7%[activator]
S=C(c1ccc2c(c1)OCO2)N1CCCCCC1	-12.7%	-12.0	11.5%	/	11.7µM*	-3.6	-12.1%
CCCn1nc(C(=O)NCCN2CCOCC2)c2ccccc2c1=O	-3.1%	21.5	0.0%	0.1%	/	-0.7	-11.5%
COc1ccc(C(=O)N2CCCCC2)cc1S(=O)(=O)Nc1ccccc1	-5.8%	-3.6	-2.5%	-13.8%	?	-1.1	0.7%
COc1ccc(N=Cc2cccc(C)c2O)cc1Cl	-6.2%	-2.5	-13.3%	8.0%	-18.4%	-1.5	-11.9%
CC(C)=CCCC1=CCC(/C=N/NC(N)=O)C(C)C1 (stereo not drawn)	1.5%	-1.7	0.5%	3.9%	-15.7%	5.1	4.9%
CCN(CC)S(=O)(=O)c1ccc(OC)c(NC(=O)CSc2cc(Cl)ccc2Cl)c1	18.6%	17.2	0.7%	?	?	-1.8	-10.8%
O=c1[nH]c2ccccc2nc1/C=C/c1ccccc1	-20.2%	58.9*	-12.5%	60.5%[activator]	-1.2%	44.9*	-25.5%
CC1(CC(=O)N/N=C/c2ccc(OCc3ccc(Cl)cc3Cl)cc2)OCCCO1	5.4%	25.2	3.8%	?	3.7%	13.2	101.7%[activator]
COc1ccc(CCNC(=O)C2CC(=O)N(c3ccc(C)cc3)C2)cc1 (stereo not drawn)	2.3%	-13.6	-5.6%	12.8%	?	-3.3	5.3%
CCCN(CCC)Cc1c(C(=O)N/N=C/c2ccncc2)nnn1-c1nonc1N	6.0%	3.4	0.4%	6.8%	4.6%	-1.0	43.7%
COc1ccc(OC)c2[nH]c(=O)c(CCNC(=O)c3cccs3)cc12	-1.8%	-19.5	-2.3%	?	-56.4%	3.3	-10.8%
CCOC(=O)c1ccc(N2C(=O)C3C(/C=C/c4ccccc4)OC4(C(=O)c5ccccc5C4=O)C3C2=O)cc1 (stereo not drawn)	2.6%	-13.4	-1.5%	4.2%	?	-4.8	-33.2%
CCOC(=O)c1ccc(NC(=O)CSc2nc3sc(C(=O)O)c(C)c3c(=O)[nH]2)cc1	-15.1%	-4.4	2.5%	9.3%	?	-3.9	-10.4%
CCN(CC)C(=O)C(C)N(C#N)c1nc(NC(C)C)nc(NC(C)C)n1 (stereo not drawn)	2.1%	-8.9	-0.1%	?	/	-1.4	7.7%
CCOc1ccc(S(=O)(=O)NCc2ccc3c(c2)OCO3)cc1NC(C)=O	-0.1%	2.6	-7.0%	0.6%	-22.9%	-2.4	-3.3%
CC(C)Oc1cccc(C(=O)NC(=S)Nc2cccc(C(F)(F)F)c2)c1	-5.3%	13.1	-4.8%	56.6%[activator]	65.1%[activator]	-4.4	-22.2%
O=C(CSc1ncn[nH]1)N1CCOCC1	5.6%	-2.4	-0.2%	10.9%	?	-2.1	-2.0%
Fc1ccccc1-n1cc(-c2ccccc2)[nH]c1=S	?	36.4	-15.3%	-16.8%	0.0%	29.4*	-34.1%
Cc1cccc(NC(=O)C2CCN(c3ncnc4c3nc3n4CCCCC3)CC2)n1	6.4%	-2.4	-0.3%	?	?	23.5	79.8%[activator]

Record cards, as listed above. Order of values: Tb PYK inh | Shiga inhibitor | LmPK inh | Pf growth 48h | Pf growth 96h | Cycloheximide cs | AmpC inh no detg
CC(C)=CCCC1=CCC(/C=N/NC(N)=O)C(C)C1 (stereo not drawn) as listed: 1.5% | -1.7 | 0.5% | 3.9% | -15.7% | 5.1 | 4.9%
COc1cc2c(cc1OC)C(c1cc3cc4c(cc3[nH]c1=O)OCO4)N(C(=O)C1CC1)CC2 (stereo not drawn) as listed: 4.0% | 8.8 | 4.0% | 13.1µM* | 18.4% | -2.5 | 81.9%[activator]
